# Bioassay records: PubChem BioAssay, University of Kansas High Throughput Screening Laboratory
# Pf apPOL block = Pf-apPOL DNA polymerase inhibition | Recombinant Pf-apPOL, molecular beacon fluorescence, 1.5 h | inhibition, % at 10 µM | 210,000 tested, 0.25% active | AID 1794808
# mHTT-CaM PPI inh = mHTT-calmodulin interaction abrogation | inhibition, % at 15 µM | AlphaScreen His-mHTT/GST-CaM binding, luminescence | P42858 | 190,000 tested, 3.6% active;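 further: 0% = both proteins with DMSO and 100% = one protein alone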
# Target sequence (P42858 whole entry, looked up, stated change not applied): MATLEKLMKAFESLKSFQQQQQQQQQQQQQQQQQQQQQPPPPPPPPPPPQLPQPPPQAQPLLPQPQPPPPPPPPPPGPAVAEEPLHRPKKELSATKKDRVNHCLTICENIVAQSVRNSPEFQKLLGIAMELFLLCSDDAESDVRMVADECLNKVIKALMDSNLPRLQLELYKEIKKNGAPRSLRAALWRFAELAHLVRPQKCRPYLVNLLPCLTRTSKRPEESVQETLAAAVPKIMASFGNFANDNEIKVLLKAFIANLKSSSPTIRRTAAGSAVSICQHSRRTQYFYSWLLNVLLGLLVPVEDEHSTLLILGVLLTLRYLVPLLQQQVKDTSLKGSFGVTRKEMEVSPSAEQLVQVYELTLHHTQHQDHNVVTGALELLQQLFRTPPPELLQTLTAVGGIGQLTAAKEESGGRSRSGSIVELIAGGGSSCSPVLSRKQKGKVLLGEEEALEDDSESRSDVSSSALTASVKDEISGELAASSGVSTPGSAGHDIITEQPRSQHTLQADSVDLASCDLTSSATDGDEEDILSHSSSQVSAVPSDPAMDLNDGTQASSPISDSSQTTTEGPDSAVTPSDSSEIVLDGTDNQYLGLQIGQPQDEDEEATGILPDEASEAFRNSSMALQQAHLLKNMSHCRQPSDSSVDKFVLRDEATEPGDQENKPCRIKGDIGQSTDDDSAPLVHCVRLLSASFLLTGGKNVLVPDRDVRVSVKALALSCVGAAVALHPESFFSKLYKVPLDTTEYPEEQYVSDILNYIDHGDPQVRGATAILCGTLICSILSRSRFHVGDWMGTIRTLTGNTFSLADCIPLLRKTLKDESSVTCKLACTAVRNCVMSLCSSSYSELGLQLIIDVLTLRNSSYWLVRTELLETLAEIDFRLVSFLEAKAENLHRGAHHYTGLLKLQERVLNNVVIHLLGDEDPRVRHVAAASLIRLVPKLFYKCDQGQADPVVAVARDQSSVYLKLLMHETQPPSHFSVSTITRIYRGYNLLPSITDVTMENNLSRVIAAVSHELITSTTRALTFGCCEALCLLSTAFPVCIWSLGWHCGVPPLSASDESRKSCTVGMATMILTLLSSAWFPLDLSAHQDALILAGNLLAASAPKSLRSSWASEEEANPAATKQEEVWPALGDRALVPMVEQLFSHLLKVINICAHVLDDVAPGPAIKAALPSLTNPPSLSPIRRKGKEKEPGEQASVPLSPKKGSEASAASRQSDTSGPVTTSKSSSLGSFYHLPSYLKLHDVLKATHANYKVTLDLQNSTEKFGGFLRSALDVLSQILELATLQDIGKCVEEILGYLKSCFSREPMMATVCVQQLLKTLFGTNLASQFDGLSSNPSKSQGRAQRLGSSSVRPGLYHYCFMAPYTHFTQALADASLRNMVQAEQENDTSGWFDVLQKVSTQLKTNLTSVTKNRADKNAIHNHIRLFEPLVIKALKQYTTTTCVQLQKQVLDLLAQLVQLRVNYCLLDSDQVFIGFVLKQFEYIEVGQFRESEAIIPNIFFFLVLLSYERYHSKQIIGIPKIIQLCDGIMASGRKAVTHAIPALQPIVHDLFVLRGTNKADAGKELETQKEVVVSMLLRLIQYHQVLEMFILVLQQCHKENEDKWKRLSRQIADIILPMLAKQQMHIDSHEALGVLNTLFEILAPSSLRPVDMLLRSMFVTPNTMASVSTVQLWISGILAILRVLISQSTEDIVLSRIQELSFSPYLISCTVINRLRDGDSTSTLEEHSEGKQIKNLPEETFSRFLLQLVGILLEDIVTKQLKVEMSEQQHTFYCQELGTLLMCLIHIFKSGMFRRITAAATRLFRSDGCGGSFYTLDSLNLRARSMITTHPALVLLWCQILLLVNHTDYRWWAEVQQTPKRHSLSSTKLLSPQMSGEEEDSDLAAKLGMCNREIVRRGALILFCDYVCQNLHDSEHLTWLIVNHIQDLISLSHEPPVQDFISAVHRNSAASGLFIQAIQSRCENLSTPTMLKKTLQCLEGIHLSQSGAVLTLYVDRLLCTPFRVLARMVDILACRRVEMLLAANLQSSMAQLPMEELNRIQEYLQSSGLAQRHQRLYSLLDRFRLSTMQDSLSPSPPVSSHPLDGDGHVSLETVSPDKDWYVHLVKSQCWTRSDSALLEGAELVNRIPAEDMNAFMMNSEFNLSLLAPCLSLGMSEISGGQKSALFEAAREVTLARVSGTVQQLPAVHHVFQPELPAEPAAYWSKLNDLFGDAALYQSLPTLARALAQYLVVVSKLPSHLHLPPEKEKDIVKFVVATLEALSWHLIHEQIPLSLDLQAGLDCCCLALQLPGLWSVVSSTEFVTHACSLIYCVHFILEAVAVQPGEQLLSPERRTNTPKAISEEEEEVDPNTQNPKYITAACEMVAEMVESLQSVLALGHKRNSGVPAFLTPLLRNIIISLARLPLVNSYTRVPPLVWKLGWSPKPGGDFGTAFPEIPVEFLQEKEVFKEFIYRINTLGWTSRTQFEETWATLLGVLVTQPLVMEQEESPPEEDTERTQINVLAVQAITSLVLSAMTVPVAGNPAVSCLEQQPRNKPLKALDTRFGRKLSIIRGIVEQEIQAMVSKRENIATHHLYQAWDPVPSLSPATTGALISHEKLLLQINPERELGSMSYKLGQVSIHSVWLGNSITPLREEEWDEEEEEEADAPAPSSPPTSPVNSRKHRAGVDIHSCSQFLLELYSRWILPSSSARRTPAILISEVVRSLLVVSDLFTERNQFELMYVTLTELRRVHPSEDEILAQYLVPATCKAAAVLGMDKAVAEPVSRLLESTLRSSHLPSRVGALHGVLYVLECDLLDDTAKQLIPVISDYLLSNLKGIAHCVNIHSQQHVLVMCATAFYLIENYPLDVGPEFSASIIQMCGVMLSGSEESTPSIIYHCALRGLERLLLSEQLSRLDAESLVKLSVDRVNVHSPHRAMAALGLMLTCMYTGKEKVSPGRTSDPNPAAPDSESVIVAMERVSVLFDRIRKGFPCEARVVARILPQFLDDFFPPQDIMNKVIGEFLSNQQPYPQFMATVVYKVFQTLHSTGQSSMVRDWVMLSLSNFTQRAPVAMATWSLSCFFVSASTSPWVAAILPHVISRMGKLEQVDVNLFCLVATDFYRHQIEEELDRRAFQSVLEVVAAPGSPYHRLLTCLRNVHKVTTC
# Starred values were filed as active, the others as inactive; i = inactive; . = no result given; & = joins results of further samples. No stated cut-off is given here; in the data, active means inhibition above about 50%; inactive means the rest.
molecule | mHTT-CaM PPI inh | Pf apPOL block
CCCn1cnc2c1c(=O)n(C1CCCC1)c(=O)n2-c1ccccc1 | 8 | 6
CC(C)NC(=O)c1ccc(OCC2CCCN2C(=O)c2ccco2)cc1 (stereo not drawn) | 2 | -1
O=C(Nc1ccc2oc(-c3ccccc3Cl)nc2c1)c1cncc(Br)c1 | -8 | -22
O=C(CSc1nccn1-c1ccc([N+](=O)[O-])cc1)NCc1ccc(F)cc1 | 12 | 6
COc1ccc(-c2n[nH]c(C)c2Oc2ccccc2)c(O)c1 | 32 | -3
O=C(C1CCC1)N1CCCC1c1nc2cc(-c3ccccc3)ccc2o1 (stereo not drawn) | 13 | -6
CCC(=O)c1ccc(N2CCC(C)CC2)c(F)c1 | -81 | 23
CCN1C(=O)c2cccnc2Sc2cc(CNC(=O)c3ccc(F)cc3)ccc21 | 11 | 3
COc1ccc(C=C2Oc3cc(OCC(=O)NN)ccc3C2=O)cc1 | 28 | 17
O=C(CN1CCN(S(=O)(=O)c2ccc(F)cc2)CC1)Nc1ccc(F)cc1F | 9 | -6
COc1ccc(C2Nc3ccccc3C(=O)N2c2ccc(C)cc2)cc1OC (stereo not drawn) | 10 | 13
CCSc1nnc(NC(=O)c2nnn(-c3nc4c(s3)CCCC4)c2C)s1 | -22 | -6
O=C(CSc1nc2ccc([N+](=O)[O-])cc2s1)NCc1ccccc1 | 4 | 13
Cc1nnnn1-c1nc(-c2ccco2)cc(C(F)(F)F)n1 | -5 | -5
CC(/C=C1\N=C(c2ccc(C)c([N+](=O)[O-])c2)OC1=O)=C\c1ccccc1 | 3 | 0
Cc1ccc(NC(=O)C23CC4CC(CC(C4)C2)C3)c(C)c1 | -5 | -4
COc1ccc(CCNC(=O)C2CC(c3ccc(Cl)cc3)=NO2)cc1OC (stereo not drawn) | 10 | 0
Oc1oc(-c2ccccc2Br)nc1C=Nc1nccs1 | -1 | 5
Cc1ccccc1NC(=S)Nc1cc(NS(C)(=O)=O)ccc1C | . | -8
CC(C)CCNC(=O)N1CCn2cccc2C1C(C)C (stereo not drawn) | 11 | -2
Cc1c(CN2CC3(C)CC2CC(C)(C)C3)c(=O)n(-c2ccccc2)n1C (stereo not drawn) | -2 | -7
O=c1cc(C(F)(F)F)oc2ccc(Cl)c([N+](=O)[O-])c12 | 0 | 0
Cc1ccc(N2C=NS(=O)(=O)c3cccnc32)cc1Cl | -4 | 9
CN1CCC(NC(=O)C2CCN(c3nc4ccc(-c5ccsc5)nc4s3)CC2)CC1 | 71* | 36
O=C(Nc1nnc2ccccn12)c1ccc(Cl)cc1 | 52* | -10
O=C(NCc1cccnc1-c1ccc(F)cc1)C1CCCO1 (stereo not drawn) | -10 | -1
CN(C)c1ccc(C(=O)Cc2ccccc2)cc1 | . | -15
Cc1ccc(NC(=O)CCN2CCN(Cc3ccccc3)CC2)cc1 | 7 | -6
S=C(NCCc1ccccc1)c1ccccc1 | . | -17
COC(=O)c1ccc(CSc2ccc(-c3ccncc3)nn2)cc1 | 3 | 2
Cc1cc(Cl)ccc1OCCCC(=O)Nc1nc2ccc(S(C)(=O)=O)cc2s1 | -5 | 4
CCCCNC(=O)CCc1nc2ccccc2n(Cc2c(F)cccc2Cl)c1=O | 23 | -7
O=C(Nc1cccc(N2CC(C(=O)Nc3cccc(C(F)(F)F)c3)CC2=O)c1)C1CCC1 (stereo not drawn) | 1 | -5
Cc1cc(N2CCN(C(=O)c3ccco3)CC2)n2c(nc3ccccc32)c1C#N | 0 | 2
Cc1ccc(-c2cc(C(=O)NC(C)C(=O)N3CCCCC3)no2)cc1 (stereo not drawn) | -4 | -8
CCOc1ccc(/C=C2/C(=O)ON=C2C)cc1Cl | 67* | 6
CC(C)(O)/C(=C/C#N)n1cccn1 | -3 | .
NC(=S)N/N=C/c1c[nH]c2ccccc12 | i | .
O=C(NCCCN1CCN(c2ccccc2)CC1)c1ccc(F)cc1F | -9 | -9
COc1cc(C2C3=C(CCCC3=O)Nc3nc(SCc4ccccc4)nn32)cc(OC)c1OC (stereo not drawn) | 4 | -3
O=[N+]([O-])c1ccc(C2NCCS2)cc1 (stereo not drawn) | -1&-13 | -3&0
Cn1nc(-c2nc(C3CC3)no2)c2c1CCN(C(=O)c1cccnc1)C2 | 6 | -6
Cc1cc(NC(=O)Cn2nc3c(cc2=O)CCCC3)ccc1Br | 1 | 1
CCC(=O)NN=C(C)c1ccc(Oc2ccccc2)cc1 | . | -2
CCC(=O)Oc1ccc2c(-c3cc4cc(Cl)ccc4oc3=O)cc(=O)oc2c1 | 14 | -6
CCOC(=O)c1c(N=Cc2ccccc2O)sc2c1CCC2 | . | -4
Cc1ccc(C2CC(c3cccs3)=NN2C(=O)CN(C)C(=O)C2CCC2)cc1 (stereo not drawn) | 51* | -2
CCC1OC(c2cccc(OC)c2)=Nc2ccccc21 (stereo not drawn) | 24 | -1
Cn1nc(-c2nc(Cc3ccccc3)no2)c2c1CCN(S(=O)(=O)c1cccs1)C2 | -8 | -1
CCOc1ccc2c(c1)OC(=Cc1ccccc1OCC)C2=O | -12 | -6
Cc1cccc(NC(=O)CS(=O)(=O)c2cn(Cc3ccc(F)cc3)c3ccccc23)c1 | 13 | 5
C=CCN=Cc1c(NCC=C)nc2ccc(C)cn2c1=O | 26 | 2
C=C(C)CSC1=C(C#N)C2(CCCCC2)C(C#N)C(=O)N1 (stereo not drawn) | -6&-4 | 0&-12
CC(=O)NCc1csc(C2CCN(S(=O)(=O)c3ccc(Cl)cc3)CC2)n1 | 15 | -4
Cc1sc(N)c(C(=O)c2ccc(Cl)cc2)c1C | . | -5&-9
COc1ccc(C(=O)NCCSc2c(C)[nH]c3ccccc23)c(OC)c1 | 47 | -6
Cc1ccc(-c2nc(C3CCN(S(=O)(=O)c4cccc(F)c4)CC3)no2)cc1 | -7 | -6
COc1cc(OC)c(C2SCCN2S(=O)(=O)c2ccc(Cl)cc2)cc1OC (stereo not drawn) | 32 | -4
Cc1csc(NC=C2C(=O)OC3(CCCCC3)OC2=O)n1 | -5 | -1
O=C(NC(C(=O)NC1=NCCS1)C12CC3CC(CC(C3)C1)C2)c1ccc(Cl)cc1 (stereo not drawn) | 0 | -5

# (list continues)
molecule | mHTT-CaM PPI inh | Pf apPOL block
O=C(NCCN1CCOCC1)C(=O)NCc1ccsc1 | -5 | -8
COC(=O)c1cccc([N+](=O)[O-])c1-c1c(C(=O)OC)cccc1[N+](=O)[O-] | . | 0
O=C(CC1Nc2ccccc2NC1=O)NCc1ccccc1 (stereo not drawn) | -4 | -1
CCOc1ccc(NC(=O)NC(C)(C)C)cc1 | . | -2
CC1(C)C2CCC1(CS(=O)(=O)NCc1ccc(C(F)(F)F)cc1)C(=O)C2 (stereo not drawn) | . | -3
O=C(Nc1nc([N+](=O)[O-])cs1)c1cc2ccccc2o1 | 1 | 7
O=C(NCc1cccc(F)c1)C1CC(=O)N(c2ccccc2)C1 (stereo not drawn) | 0 | -5
CCC(=O)N1CCN(c2ccc(Cl)cc2Cl)C(=O)C1C (stereo not drawn) | 0 | -6
COc1ccc2oc(=O)c(C(=O)N3CCOCC3)cc2c1 | -6 | -3
O=S1(=O)N[C@H](c2ccccc2)COc2cc(Br)ccc21 | -10 | -8
O=C(NCc1ccco1)c1ccc2c(c1)nc(SCc1ccncc1)n1c3ccccc3nc21 | 9 | -2
Cc1cccc(N2CC(C(=O)NC3CCCc4ccccc43)CC2=O)c1 (stereo not drawn) | 7 | -2
COC(=O)COc1ccc2c(c1)OC(=Cc1cccc(F)c1)C2=O | -1 | -9
CCN(CC)c1ccc(C2Nc3ccc4ncccc4c3C3=C2C(=O)CC(C)(C)C3)cc1 (stereo not drawn) | 62* | 0
COc1ccc(Br)cc1CNC(=O)CCC(=O)N1CCCn2nc(C)cc21 | 10 | -4
CSc1ccccc1NC(=O)CCCn1nc([N+](=O)[O-])c(Cl)c1C | 4 | 7
O=C(Nc1cccc(Cl)c1)Nc1ccc(Br)cn1 | 1 | 3
CCCn1cnnc1C1CCCN(Cc2cn(C)nc2C)C1 (stereo not drawn) | 1 | 5
CC1CCN(S(=O)(=O)N2CCCC(C(=O)NC3CCCC3)C2)CC1 (stereo not drawn) | -13 | -17
CSC(=Nc1cccc(SC)c1)NC#N | . | 4
COc1cccc(CC(=O)N2CCc3nc[nH]c3C2)c1 | -5 | -3
Cc1cc(NC(=O)C2CCCN(c3ccc(-c4ccc(Cl)cc4)nn3)C2)on1 (stereo not drawn) | -9 | -13
COc1cccc(CNc2cc(C)ccc2C)c1 | 18 | -2
COc1cc2c(CCNC(C)=O)c[nH]c2cc1O | . | -15

# Rewritten with each value named: entries from further up
Molecule: CN(C)c1ccc(C(=O)Cc2ccccc2)cc1
  mHTT-CaM PPI inh: .; Pf apPOL block: -15
Molecule: Cc1ccc(NC(=O)CCN2CCN(Cc3ccccc3)CC2)cc1
  mHTT-CaM PPI inh: 7; Pf apPOL block: -6
Molecule: S=C(NCCc1ccccc1)c1ccccc1
  mHTT-CaM PPI inh: .; Pf apPOL block: -17
Molecule: COC(=O)c1ccc(CSc2ccc(-c3ccncc3)nn2)cc1
  mHTT-CaM PPI inh: 3; Pf apPOL block: 2

# Further results.
molecule | mHTT-CaM PPI inh | Pf apPOL block
CCCCN(C)CCNC(=O)c1cc2cc3ccc(OC)cc3nc2o1 | -3 | 1
Cc1ccc(C(=O)N2CCC(CC(=O)NCC(C)c3ccccc3)CC2)cc1 (stereo not drawn) | 12 | -4
Cc1ccc(NC(=O)c2ccccc2[N+](=O)[O-])cc1F | 3 | -14
O=C(NC1CC2CC1N(C(=O)c1ccc3c(c1)OCO3)C2)c1cccs1 (stereo not drawn) | 4 | -5
COc1ccc2nc(SC(=O)c3ccccc3)nc(C)c2c1 | 100* | -5
O=C(NCCC1CCN(C(=O)c2ccc(F)cc2)CC1)Nc1ccccc1Cl | 3 | 5
CCCn1c(C23CC4CC(CC(C4)C2)C3)cn2c3c(=O)n(C)c(=O)n(C)c3nc12 | 3 | -1
Cc1[nH]c(C(=O)N2CCC(CC(=O)NCc3ccccc3)CC2)c(C)c1C | 27 | -3
O=C(O)CSCCOc1ccccc1 | . | -2
COc1cccc(N2CCN(C(C)C(=O)Nc3cccc(Cl)c3)CC2)c1 (stereo not drawn) | 1 | -1
COC(=O)c1cccc(NC(=S)Nc2ccccc2C(F)(F)F)c1 | . | 4
CCOc1ccc(CC(=O)N2CCC(c3nc4cccnc4n3CC)C2)cc1 (stereo not drawn) | 2 | -4
Cc1ccc(NC(=O)c2c(NC(=O)CN3CCOCC3)sc3c2CCC3)c(C)c1 | 4 | 4
O=S(=O)(Cc1ccccc1)N1CCC(CN2CCCCC2)CC1 | 4 | 0
CC(C)(C)CC(=O)Nc1ccc2c(c1)C(N1CCCC1)=Nc1ccccc1O2 | -34 | -14
O=C(NCc1ccccc1)/C(=C\c1cccc([N+](=O)[O-])c1)NC(=O)c1ccc(Br)o1 | 15 | -2
Cc1ccccc1-c1noc(C2CCCN2C(=O)NCc2ccc(F)cc2)n1 (stereo not drawn) | 69* | -2
N#Cc1ccccc1NC(=O)C(=O)NCc1cccnc1 | 0 | -1
Cc1nc(N2CCN(C(=O)C(C)C)CC2)c2c3c(sc2n1)CCCC3 | 7 | -4
O=C(Cc1c[nH]c2ccccc12)NC1(C(=O)NC2CCCCC2)CCCCC1 | 2 | 1
Cc1onc(-c2ccccc2Cl)c1C(=O)Nc1ccc2c(c1)OCO2 | -5 | 2
Cc1c(C(=O)NCc2cccnc2)oc2ccc(S(=O)(=O)N3CCCCC3)cc12 | 14 | -7
COc1cccc(CN2CCN(Cc3ccc(OC)c(OC)c3OC)CC2)c1OC | -2 | -5
O=C(Nc1nnc(-c2ccno2)o1)C1CC1 | 3 | 6

# In another format: results already given.
> O=C(NCc1ccccc1)/C(=C\c1cccc([N+](=O)[O-])c1)NC(=O)c1ccc(Br)o1
- mHTT-CaM PPI inh = 15
- Pf apPOL block = -2
> Cc1ccccc1-c1noc(C2CCCN2C(=O)NCc2ccc(F)cc2)n1 (stereo not drawn)
- mHTT-CaM PPI inh = 69*
- Pf apPOL block = -2

# Further compounds.
molecule | mHTT-CaM PPI inh | Pf apPOL block
COc1ccc(Cl)cc1NC(=O)c1cc(-c2cccc(Cl)c2)on1 | -1 | 0
c1ccc(Nc2c(-c3ccsc3)nc3ncccn23)cc1 | 4 | 4
Cn1ccc2c(N3CCCCCC3)cc3c(c21)C1CCC3O1 (stereo not drawn) | 66* | 0
Cc1ccccc1C(=O)N1CCN(c2nc3ccncc3n(C)c2=O)CC1 | 7 | 1
Cc1cc(Br)ccc1N1C=C(C#N)S(=O)(=O)c2ccccc21 | -2 | 1
Cc1ccc2c(c1)C(=O)NC1(CCN(C(=O)Cc3ccccc3)CC1)N2C | -2 | -4
CC(=O)c1ccc(NC(=O)CN2CCN(CC(=O)Nc3ccc(C(C)=O)cc3)CC2)cc1 | 3 | -2&-4
CCc1ccccc1NC(=O)c1cc2c(s1)CN(C(C)C)C2 | -2 | 0
CCn1c(=O)c2cc(C(N)=O)nn2c2ccccc21 | -10 | -3
CC(C)(C)c1ccc(C(N)=NOC(=O)Cc2cccs2)cc1 | . | -4
COCCNC(=O)c1ccc(NC(=O)C2CCC2)cc1N1CCCCC1 | -2 | -3
COc1ccc(N2C(=O)CC(NCCc3ccccc3OC)C2=O)cc1 (stereo not drawn) | -6 | 1
CCCOc1ccc(C2C(=O)N(C3CCCCC3)CC(=O)N2Cc2ccccc2)cc1OC (stereo not drawn) | 38 | -8
O=C(NCC1CCCO1)c1ccc2c(c1)ncn2-c1ccc(F)c(F)c1 (stereo not drawn) | 0 | -2
O=C(Nc1nccs1)C(c1ccccc1)c1ccccc1 | -6 | -2
CCOc1ccccc1C1CC(c2ccccc2)Nc2nc(N)nn21 (stereo not drawn) | 19 | -12
O=c1c(NCCc2ccccn2)nc2ccncc2n1Cc1ccccc1 | -1 | -5
CCOc1ccc(C(O)CN2CCN(c3cccc(C)c3)CC2)cc1 (stereo not drawn) | -5 | 4
Cc1ccc(NS(=O)(=O)c2cc3n(c2)CCCNC3=O)c(F)c1 | -3 | 7
